Source: PubChem BioAssay
HTR5A ag ctr = HTR5A agonism, opioid heterodimer counter-screen. AID 504692. HTR5A agonist assay, luminescence, cell-based. 340,000 compounds, 0.61% hits. activation, % at 9.3 µM. P47898; in the data active = activation mostly above about 9.5%, no sharp cut-off; inactive = mostly below about 7.6%;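 note: 0% = cells with vehicle only and 100% = reference agonist; strong numbers were not always called active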
Target sequence (P47898 whole entry, looked up): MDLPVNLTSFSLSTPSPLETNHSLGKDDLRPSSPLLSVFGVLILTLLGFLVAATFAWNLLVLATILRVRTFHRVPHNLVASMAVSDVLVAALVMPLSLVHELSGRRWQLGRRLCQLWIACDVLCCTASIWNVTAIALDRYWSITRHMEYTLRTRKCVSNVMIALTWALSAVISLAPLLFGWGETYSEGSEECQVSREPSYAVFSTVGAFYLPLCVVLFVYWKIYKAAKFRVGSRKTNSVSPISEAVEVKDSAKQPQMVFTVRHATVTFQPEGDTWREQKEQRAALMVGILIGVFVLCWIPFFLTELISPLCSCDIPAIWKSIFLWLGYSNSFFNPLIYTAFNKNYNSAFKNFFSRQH
Wnt act = activates Wnt/beta-catenin signaling in a reporter cell assay; activator, plate reader; activation, % at 9.35 µM; 300,000 compounds, 1.2% hits; AID 743398; in the data active = activation above about 30%, passing the limit was not always enough; inconclusive = no clear call, values can overlap the other calls;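 note: 0% = neutral control wells and 100% = positive control wells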
MITF act = MITF TRPM1 promoter activation in melanoma cells | AID 588334 | activation, % at 12.5 µM | SK-MEL-5 TRPM1-promoter luciferase, 24 h; % of positive control, neutral wells = 0 | 300,000 compounds, 0.75% hits;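 active = mean activation of at least 80% with every replicate also reaching 80%; inconclusive = mean reaches 80% but some replicate falls short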;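 note: 0% = neutral control wells and 100% = parthenolide positive control wells; values of inactives mirror those of a sister screen read the other way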
dFosB act = activators of mouse delta FosB homodimer | P13346 | purified delta FosB, TAMRA-CDK5 oligo fluorescence polarization; percent of positive-control signal above neutral wells | activation, % at 25 µM | 340,000 compounds, 0.99% hits | AID 493131;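 active = mean activation above about 17%, with every replicate also reaching it, limit read from the data, passing the limit was not always enough; inconclusive = only one of the two conditions met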;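 note: fluorescence polarization rise as delta FosB binds a TAMRA Cdk5 AP-1 oligo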
Target sequence (P13346 whole entry, looked up): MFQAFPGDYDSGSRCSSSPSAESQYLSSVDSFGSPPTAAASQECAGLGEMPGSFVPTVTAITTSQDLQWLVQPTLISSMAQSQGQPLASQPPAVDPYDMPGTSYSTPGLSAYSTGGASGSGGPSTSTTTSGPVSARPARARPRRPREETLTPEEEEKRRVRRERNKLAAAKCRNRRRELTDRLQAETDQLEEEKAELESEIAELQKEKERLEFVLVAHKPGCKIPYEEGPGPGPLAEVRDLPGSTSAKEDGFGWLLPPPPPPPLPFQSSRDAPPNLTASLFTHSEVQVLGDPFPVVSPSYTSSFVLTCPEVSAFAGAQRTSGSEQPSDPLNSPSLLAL
RTF Ca sens act = cardiac RTF calcium sensitization. P19429+P45379. IANBD-labeled TnC RTF fluorescence at EC20 calcium; 0% EC20 calcium, 100% full calcium. activation, % at 7.2 µM. 340,000 compounds, 0.24% hits;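 active = activation above the mean over all tested compounds plus 3 SD, cut at about 30% in these data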;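 note: rise in fluorescence read as greater calcium sensitivity of cardiac thin filaments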
Rtt109 HAT inh = inhibitors of Candida albicans Rtt109/Vps75 histone acetyltransferase. Q5AAJ8. purified Rtt109/Vps75, ThioGlo CoA-SH fluorescence, 4 h. inhibition, % at 34.9 µM. 330,000 compounds, 0.16% hits;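 active = inhibition of at least 50% in every replicate; inconclusive = best replicate reaches 50% inhibition but some replicates fall short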
Target sequence (Q5AAJ8 whole entry, looked up): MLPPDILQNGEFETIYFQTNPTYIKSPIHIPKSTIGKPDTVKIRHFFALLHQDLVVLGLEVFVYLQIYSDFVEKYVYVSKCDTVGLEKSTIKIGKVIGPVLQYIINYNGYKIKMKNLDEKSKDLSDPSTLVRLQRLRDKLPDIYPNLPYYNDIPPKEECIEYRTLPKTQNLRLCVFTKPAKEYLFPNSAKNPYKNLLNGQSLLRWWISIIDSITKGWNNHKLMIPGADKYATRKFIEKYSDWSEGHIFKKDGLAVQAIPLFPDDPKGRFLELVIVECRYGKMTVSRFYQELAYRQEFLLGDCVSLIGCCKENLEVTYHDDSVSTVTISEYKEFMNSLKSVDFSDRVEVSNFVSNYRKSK
PvdQ acylase = P. aeruginosa PvdQ acylase inhibition; purified PvdQ acylase, fluorescence plate reader; inhibition, % at 10 µM; 340,000 compounds, 0.063% hits; AID 488965; in the data active = inhibition above about 30%, passing the limit was not always enough; inconclusive = no clear call, values can overlap the other calls;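 note: 0% = vehicle neutral wells and 100% = reference inhibitor wells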
CDK5 inh = inhibitors of human CDK5/p35 kinase; Q00535+Q15078; Recombinant CDK5/p35, ADP-Glo luminescence, 60 min; inhibition, % at 10 µM; 330,000 compounds, 0.01% hits; AID 488839;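 active = highest replicate inhibition of at least 50% and at least 75% of replicates reaching 50%; inconclusive = only one of the two criteria met; inactive = both criteria failed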;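 note: plate controls were DMSO neutral control for no effect and GW8510 at 10 µM for full effect; many of its hits are not listed in these tables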
SR-BI DiI-HDL act = enhances SR-BI lipid uptake from DiI-HDL; 320,000 compounds, 0.096% hits; AID 504775; CHO ldlA[mSR-BI] cells, DiI-HDL uptake fluorescence, 3 h; 100 = double the neutral-control signal; activation, % at 12.5 µM;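 active = mean replicate activation of at least 60% and every replicate at or above 60%; inconclusive = mean or all-replicate condition met, but not both; inactive = mean below 60% and not all replicates reaching 60%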;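 note: 0% = median plate neutral-control signal and 100% = twice that signal; values of inactives mirror those of a sister screen read the other way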
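Assay system: LDL receptor-deficient CHO ldlA cells overexpressing murine SR-BI / Medium: BSA-supplemented, HEPES-buffered Ham's F12, pH 7.4 / Probe or stimulus: DiI-labelled HDL at 10 µg/mL final / Timing: compound with DiI-HDL co-incubation, 3 h at 37 °C / Technique: bottom-read cell fluorescence after medium removal, ex 550/em 595 nm / Measure: HDL uptake via cellular fluorescence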
SR-BI HDL uptake = mouse SR-BI HDL lipid transfer inhibition; Q61009; ldlA[mSR-BI] CHO cells, DiI-HDL uptake fluorescence, 3 h; inhibition, % at 12.5 µM; 320,000 compounds, 0.96% hits; AID 488896;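 active = mean replicate inhibition of at least 70% and a set share of replicates each scoring 70 or more; inconclusive = meets just one of the two criteria; inactive = fails both criteria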;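 note: 0% = median of neutral control wells and 100% = median of positive control wells; values of inactives mirror those of a sister screen read the other way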
The depositor's hits bear a star; ? = inconclusive; . = no result given; & = joins results of further samples. Rows were taken by chance (roughly 4.4% active in at least one column).

SMILES	HTR5A ag ctr	Wnt act	MITF act	dFosB act	RTF Ca sens act	Rtt109 HAT inh	PvdQ acylase	CDK5 inh	SR-BI DiI-HDL act	SR-BI HDL uptake
C#CCOCCOCCOCCNc1nc(N2CCN(C(=O)C(Cc3ccc(O)cc3)n3cc(C(N)CC(C)C)nn3)CC2)nc(N2CCN(C(=O)C(Cc3ccc(O)cc3)n3cc(C(N)C(C)CC)nn3)CC2)n1 (stereo not given)	3	-3	-6	22*	1	3	4	2.1	15	-15
COc1cccc(/C=C2\Oc3cc(OCC(=O)N4CCCCC4)ccc3C2=O)c1OC	-4	-1	1	-5	2	-9	-7	0.2	-16	16
Cc1ccc(C(=O)C2=C(O)C(=O)N(c3ncccn3)C2c2ccc(F)cc2)o1 (stereo not given)	8	-1	5	-1	2	.	19	3.5	13	-13
COc1ccc(C=CC(=O)c2c(OC)cc(OC)c(OC)c2O)cc1	-2	-1	9	-9	4	-3	-12	-3.2	.	.
CCN(CC)CCOc1ccc(/C(=C(/Cl)c2ccccc2)c2ccccc2)cc1	7&8	-5&1	-11&0	1&8	7&-4	-5&2	-10&-6	0.9&-0.5	3&6	-3&-6
CC(=O)Nc1ccc(S(=O)(=O)NNC(=O)COc2ccc(C)cc2)cc1	4	0	-2	-1	6	18	1	0.4	22	-22
O=[N+]([O-])c1ccc(S(=O)(=O)N2CCN=C2SCc2cccnc2)cc1	5	-6	8	-5	-1	8	7	1.6	2	-2
CC(C)CCNC(=O)Cc1ccccc1[N+](=O)[O-]	0	0	-4	-6	0	-9	3	0.9	0	0
COc1cc(S(=O)(=O)N(Cc2ccccn2)Cc2ccccc2Cl)ccc1-n1cnnn1	-1	-7	-5	-2	4	-2	-6	3.1	1	-1
COc1cccc(Nc2nc(-c3sc(C)nc3C)cs2)c1	0	0	.	-12	-7	-1	-8	-0.3	-65	65
Nc1cccc(C(=O)Nc2ccc(N)cc2Cl)c1	-3	12	4	-5	0	4	-10	-2.8	20	-20
CCOc1ccccc1CNS(=O)(=O)c1ccc(-c2cnc(C3CC3)o2)cc1	3	-6	-36	-9	1	12	-4	0.7	-11	11
COc1ccc(S(=O)(=O)N2CCC(C(=O)NCc3ccncc3)CC2)cc1C	-4	-3	-5	0	-2	-4	-5	0.8	.	.
COc1ccc(N2CCN(C(=O)COC(=O)/C=C/c3ccc(C(F)(F)F)cc3)CC2)cc1	5	-13	0	-4	-6	5	3	0.0	8	-8
O=C(Nc1nc(=O)n(C(=O)C2CC2)s1)c1ccccc1	2	-1	-3	-9	10	-11	-23	-1.3	-3	3
CCOCC(=O)Nc1cc(C)on1	3	-1	4	-5	-2	-2	3	-1.3	35	-35
CCc1ccc(C(=O)NNC(=O)C2CSC3(C)CCC(=O)N23)cc1 (stereo not given)	4	-2	5	1	5	-10	-18	-2.0	15	-15
C=CCNC(=O)c1cc(-c2ccccc2O)on1	4	26	.	-2	2	0	-16	-0.5	-44	44
CCCNC(=O)OCC12CC3CC(CC(C3)C1)C2	2	-1	9	0	9	3	-18	-0.6	24	-24
O=Cc1cc2ccccc2nc1SCc1ccc(Cl)cc1	0	.	-48	-8	-6	5	0	0.1	15	-15
CCOC(=O)c1sc2nc(C)nc(SCC(=O)NC(C)CCc3ccccc3)c2c1C (stereo not given)	-2	-6	-1	-4	4	16	1	0.6	-24	24
Cc1nc(C)n(CCNC(=O)c2ccco2)n1	3	-1	.	-6	-4	-8	8	2.0	19	-19
Cc1ccccc1-n1nc2c(c1NC(=O)c1ccc3c(c1)OCO3)CS(=O)(=O)C2	1	-2	5	-9	-4	1	-4	1.8	-5	5
O=C(CN1C(=O)C2CC=CCC2C1=O)Nc1nnc(SCc2ccc(F)cc2)s1 (stereo not given)	-3	-2	-7	-12	-10	14	12	-0.4	19	-19
Cc1cccc2c(=O)c(C(=O)NCc3cccs3)c[nH]c12	9	9	47	-9	2	-4	-9	3.5	0	0
SMILES	HTR5A ag ctr	Wnt act	MITF act	dFosB act	RTF Ca sens act	Rtt109 HAT inh	PvdQ acylase	CDK5 inh	SR-BI DiI-HDL act	SR-BI HDL uptake
O=C(COC(=O)c1ccco1)Nc1nc2ccc([N+](=O)[O-])cc2s1	-3	1	-4	-6	-3	-2	0	-0.8	-3	3
COc1ccc2oc(C)c(C(N)=O)c2c1	-1	-1	.	2	-1	15	1	-7.5	9	11
Cn1c(/C=C/c2ccc(Cl)cc2)c([N+](=O)[O-])c(=O)n(C)c1=O	2	-5	-60	-3	-4	5	-15	0.0	1	-1
CC1(C)CN=C(c2ccccc2)NC1	-4	-1	9	2	1	6	-7	2.1	7	-7
O=C(c1cc(-c2cccs2)on1)N1CCN(c2ccc(F)cc2)CC1	5	.	0	-8	-2	-14	-6	-2.2	25	-25
O=C(Nc1cccc2ccccc12)c1ccccc1Cl	-5	1	5	2	-2	0	-4	0.2	19	-19
CCOC(=O)c1cc(-c2ccc(OC)cc2F)nc2c1c(C)nn2CCC#N	-5	.	3	-28	-3	1	-8	-0.2	-50	50
CCOC(=O)/C(C(C)=O)=C1\OC(=O)c2ccccc21	1	0	13	-2	2	-7	6	-0.9	3	-3
Cc1ccc(SC(c2ccc(C)cc2)C(Cn2cncn2)C(=O)c2ccccc2)cc1 (stereo not given)	2	.	-7	-5	2	-2	-5	0.5	5	-5
Cc1ccnc(N2CCCC(C(=O)NC3CC3)C2)n1 (stereo not given)	-1	-3	-1	-6	2	-5	-4	1.0	6	-6
CCOC(=O)c1c(C)[nH]c(C)c1S(=O)(=O)N1CCN(c2cccc(C)c2)C(C)C1 (stereo not given)	-1	1	2	-4	-1	9	1	.	-8	8
CSc1nc(Oc2ccc(F)cc2)c2ccccc2n1	9	0	16	2	0	11	2	-1.0	-31	31
CC1CN(C(=O)[C@@H]2CCCN2S(=O)(=O)c2ccc(Cl)cc2)CC(C)O1 (stereo not given in full)	0	-2	9	3	1	-2	4	-1.3	12	-12
Cc1ccc(S(=O)(=O)N2CCN(C(=O)CSc3ncn[nH]3)CC2)cc1	-4	1	-4	2	-3	2	-23	2.0	13	-13
O=C1CC(N2CCCCCC2)C(=O)N1c1ccc2c(c1)OCO2 (stereo not given)	-3	0	-2	-8	3	10	-4	1.0	0	0
COc1ccc2c(c1)OC/C(=C/c1cccs1)C2=O	2	29	?	-8	-4	-9	4	.	-4	4
COc1ccc(C(=O)Nc2nc(C)c(C(=O)N(C)C)s2)cc1OC	1	26	33	-2	3	-5	2	-1.8	-13	13
O=C(CC(c1ccccc1)c1ccccc1)Nc1ccc(O)cc1	4	-1	2	-10	-4	0	-9	-1.0	-55	55
Cc1ccc(NC(=O)Cc2nc(CSc3nnc(-c4ccc5c(c4)OCO5)o3)cs2)cc1	-3	18	.	1	1	0	5	-2.0	9	-9
CCCN(CCC)Cc1c(C(=O)N/N=C/c2ccsc2)nnn1-c1nonc1N	2	-2	.	-7	-6	?	7	0.5	.	.
CC1(C)CC(=O)C=C(N2CCNCC2)C1	-3	-1	.	-14	8	13	-10	1.3	8	-8
COCCCNC(=S)N1CCN(C(=O)c2ccco2)CC1	3	.	1	3	2	-5	-11	-0.7	11	-11
O=C(c1cnc2sccn2c1=O)N1CCN(c2ccccc2Cl)CC1	4	3	3	-6	9	10	6	1.7	0	0
CSCCOC(=O)c1[nH]c2c(c1C)C(=O)CC(c1ccco1)C2 (stereo not given)	-2	-9	-9	-5	6	4	-3	-0.1	-29	29
O=C1OC[C@@H]2CCCN2C(=O)[C@@H](CC(=O)N(CCO)Cc2ccccc2)C/C=C\CC[C@H]1Cc1ccc(F)cc1	-2	-3	11	-12	12	22	-16	1.1	16	-16
SMILES	HTR5A ag ctr	Wnt act	MITF act	dFosB act	RTF Ca sens act	Rtt109 HAT inh	PvdQ acylase	CDK5 inh	SR-BI DiI-HDL act	SR-BI HDL uptake
COc1ccc(OC)c(S(=O)(=O)Nc2ccc(Oc3ccccc3)cc2)c1	1	.	-1	-11	0	-3	-6	-0.4	13	-13
Cc1nc(N2CCC(C)CC2)c2nnn(Cc3ccccc3)c2n1	1	.	3	-3	8	-2	1	-3.3	-81	81*
CCn1c2ccccc2c2cc(NC(=O)C3CCN(S(=O)(=O)c4cccs4)CC3)ccc21	4	-6	15	-14	-11	18	-4	-0.2	-68	68
O=C1S/C(=C\c2ccc(O)c([N+](=O)[O-])c2)C(=O)N1Cc1cccc([N+](=O)[O-])c1	.	-1	-20	-7	.	-2	-4	-0.5	-7	7
C=CCn1c(N(C)C)nc2c1c(=O)[nH]c(=O)n2C	2	1	5	-2	0	7	-12	-2.2	-2	2
Cc1ccc(-c2nnn(CC(=O)N(CCO)C(C(=O)NC3CCCCC3)c3ccncc3)n2)o1 (stereo not given)	.	0	4	-2	.	8	9	-0.2	15	-15
CNc1nnc(-c2ccc(N(C)C)cc2)s1	0	28	29	-6	7	-25	-28	5.8	19	-19
CCCCn1c2c(c(=O)n(C)c1=O)C(c1ccc(OC)cc1)N1CCCCCC1=N2 (stereo not given)	-2	-2	31	0	-2	19	16	0.9	-9	9
COc1ccc(Cc2noc(-c3ccc(OC)c(OC)c3)n2)cc1OC	0	-1	7	-5	1	9	7	-0.7	-12	12
O=C(CN(c1ccccc1)S(=O)(=O)c1ccc(F)cc1)NC1CCS(=O)(=O)C1 (stereo not given)	3	-1	-7	1	0	-10	-1	0.1	26	-26
CCCC(=O)Nc1ccc(C(=O)N/N=C/c2ccc[nH]2)cc1	6	.	-6	-5	8	4	-11	-3.1	-32	32
CCC(C(=O)Nc1cccnc1)c1ccccc1 (stereo not given)	-3	2	-8	-12	-3	1	-7	2.8	8	-8
Cc1nc(-c2ccc(S(=O)(=O)Nc3cccc(S(N)(=O)=O)c3)s2)cs1	.	2	.	-3	.	-1	-7	-5.1	13	-13
COc1ccc(CCNC(=O)C2CC(c3cc(C(F)(F)F)cc(C(F)(F)F)c3)=NO2)cc1 (stereo not given)	-6	-5	-9	-5	-3	-8	-15	0.2	19	-19
Cc1cc(C(=O)Cn2ncc(Cl)c(Cl)c2=O)c(C)n1CC(F)(F)F	-3	20	-41	-19	9	-1	7	-1.4	-46	46
CC(C)(C)NC(=O)Cn1c(SCC(=O)NCc2cccs2)nc2ccccc21	.	.	8	3	4	-4	-8	-1.7	10	-10
COC(=O)c1cc(C(=O)OCC(=O)N2CCCCC2)cc([N+](=O)[O-])c1	2	3	6	5	-9	4	6	6.3	-6	6
Cc1occc1C(=O)Nc1cc(C(C)(C)C)on1	-1	.	38	3	-1	9	-2	2.7	1	-1
O=C(c1cnsn1)N1CCN(c2ccccc2)CC1	-3	.	7	-1	-1	0	9	0.2	14	-14
CN1CCC(C2(O)c3ccccc3CSc3sccc32)CC1 (stereo not given)	1	-2	12	0	2	-6	-24	1.3	16	-16
CC1CCCC(C)N1C(=O)CSCc1ccc(Cl)cc1 (stereo not given)	-4	.	17	-1	-5	9	-1	1.9	-14	14
